ERAP1 inh = ERAP1 (human) enzyme inhibition. Q9NZ08. recombinant ERAP1, Leu-AMC fluorescence, 60 min. inhibition, % at 10.7 µM. 340,000 compounds, 0.15% hits;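 active = mean replicate inhibition of at least 30%, or all replicates individually reaching that 30% level; inactive = mean below 30% and not every replicate reaching it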;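 note: 0% = neutral control wells and 100% = L-leucinethiol positive control wells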
E-selectin induc = E-selectin induction on HUVECs; P16581; activation, % at 7.58 µM; 260,000 compounds, 0.37% hits; HUVEC E-selectin immunofluorescence imaging; normalized: neutral wells 0, TNF-alpha wells 100; AID 686992;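 active = mean E-selectin-positive cell signal at least 10% of the positive control, reached in at least 60% of replicates, without over 20% cell loss; inconclusive = no rule given, readout overlaps actives, possibly toxicity-flagged; inactive = the rest, including those meeting only one limit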;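 note: in these data hits start at about 27%; measured in HUVEC primary endothelial cells; signal is the percent of cells scored E-selectin positive by PE staining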
Target sequence (P16581 whole entry, looked up): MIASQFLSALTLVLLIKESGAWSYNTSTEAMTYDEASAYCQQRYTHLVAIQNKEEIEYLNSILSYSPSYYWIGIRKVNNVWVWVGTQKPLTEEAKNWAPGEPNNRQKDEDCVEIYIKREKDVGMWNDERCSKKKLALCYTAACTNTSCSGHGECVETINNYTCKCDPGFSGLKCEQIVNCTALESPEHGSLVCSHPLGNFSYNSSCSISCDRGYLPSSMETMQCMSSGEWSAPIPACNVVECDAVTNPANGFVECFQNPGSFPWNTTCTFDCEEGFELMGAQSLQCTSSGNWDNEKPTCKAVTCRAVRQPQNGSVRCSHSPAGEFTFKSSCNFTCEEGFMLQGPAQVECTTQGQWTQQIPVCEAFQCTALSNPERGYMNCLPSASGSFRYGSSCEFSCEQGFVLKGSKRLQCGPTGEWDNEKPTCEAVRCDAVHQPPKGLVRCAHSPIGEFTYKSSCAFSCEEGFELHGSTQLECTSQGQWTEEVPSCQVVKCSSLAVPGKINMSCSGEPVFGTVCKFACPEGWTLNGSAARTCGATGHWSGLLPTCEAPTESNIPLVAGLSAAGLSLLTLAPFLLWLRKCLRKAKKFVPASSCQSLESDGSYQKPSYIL
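Material: HUVEC primary endothelial cells; Amount: 3,000 cells per well; Dosing: single concentration; Medium: EGM-2 growth medium on 0.1% gelatin-coated wells; Read-out basis: percent E-selectin-positive cells; Signal: immunofluorescence imaging; Control set: TNF-alpha, DMSO.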
RAD54 inh = RAD54 (human) branch migration inhibition. Q92698. RAD54 Holliday junction branch migration, FAM/BHQ fluorescence. inhibition, % at 10.4 µM. 360,000 compounds, 0.14% hits;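 active = mean normalized replicate activity at least 40 and at least half of replicates scoring 40 or more; inconclusive = only one of the two criteria met; inactive = mean below 40 and under half of replicates reaching 40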;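 note: 0% = median of neutral control wells and 100% = median of positive control wells; inhibitors cause a drop in the FAM fluorescence signal; in these data hits start at about 50%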
PglD inh = PglD (C. jejuni) enzyme inhibition. inhibition, % at 12.5 µM. 360,000 compounds, 0.098% hits. AID 602405. purified PglD enzyme, DTNB colorimetric CoA detection; in the data active = inhibition above about 16%, passing the limit was not always enough; inconclusive = no clear call, values can overlap the other calls; note: strong numbers were not always called active
RAD52 anneal inh = RAD52 (human) annealing inhibition; inhibition, % at 18.7 µM; P43351; recombinant RAD52 DNA annealing, FRET fluorescence; 360,000 compounds, 0.46% hits; AID 651710;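 active = every replicate showing at least 50% inhibition; inconclusive = mean inhibition at least 50% but not in every replicate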
Target sequence (P43351 whole entry, looked up): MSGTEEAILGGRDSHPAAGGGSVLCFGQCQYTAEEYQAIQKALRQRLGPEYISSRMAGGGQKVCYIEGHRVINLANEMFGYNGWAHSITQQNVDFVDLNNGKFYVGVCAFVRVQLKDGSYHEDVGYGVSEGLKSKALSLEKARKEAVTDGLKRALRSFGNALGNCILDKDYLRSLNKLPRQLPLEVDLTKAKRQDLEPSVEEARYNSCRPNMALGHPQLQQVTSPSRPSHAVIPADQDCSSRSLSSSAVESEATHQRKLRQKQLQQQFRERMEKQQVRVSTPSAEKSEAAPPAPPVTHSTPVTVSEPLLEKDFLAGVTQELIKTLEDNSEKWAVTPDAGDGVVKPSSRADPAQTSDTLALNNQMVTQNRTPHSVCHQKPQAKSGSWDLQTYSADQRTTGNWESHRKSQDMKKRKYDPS
miR122 inh = blocks miR-122 activity in Huh7 sensor cells; 340,000 compounds, 0.3% hits; activation (reporter increase), % at 12.5 µM; AID 602342; Huh7 miR-122 Renilla luciferase sensor, 48 h; neutral wells = 0, positive control = 100;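 active = mean replicate activation score at least 90 and every replicate individually at or above 90; inconclusive = only one of the two criteria met; inactive = neither criterion met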;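 note: higher luciferase means less miR-122 activity so hits act as miR-122 inhibitors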
PGC1a acetyl inh = lowers PGC1a acetylation signal in U2OS cells; AID 651687; AlphaScreen anti-acetyl-lysine; with virally co-expressed GCN5 acetyltransferase; 350,000 compounds, 0.17% hits; inhibition, % at 15.6 µM;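 active = every replicate shows inhibition of at least 40%; inconclusive = mean inhibition at least 40% but some replicate below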;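 note: 0% = neutral control wells and 100% = positive control wells; some results beyond the cut were filed as inactive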
Cneo AK release = Cryptococcus neoformans lysis via adenylate kinase release | lysis activity, % at 15 µM | AID 651654 | C. neoformans lysis, adenylate kinase release luminescence, 4 h; normalised: neutral wells 0, clomiphene wells 100 | 360,000 compounds, 0.2% hits;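 active = mean lysis activity across replicates of at least 80%, whatever share of replicates individually reach that level; inactive = mean lysis activity below 80%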
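read-out = cell lysis signal | test system = log-phase Cryptococcus neoformans yeast cells | input = cells at 5 × 10^6 per mL | medium = fresh YPD growth medium | signal = luminescent adenylate kinase detection reagent | timing = 4 h at 37 °C static, read 1 h later | dosing = single dose | controls = Clomiphene as positive lysis control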
* = called active by the depositor; ? = inconclusive; . = no result given; [ ] = remark or other dose.

Each structure is followed by: ERAP1 inh, E-selectin induc, RAD54 inh, PglD inh, RAD52 anneal inh, miR122 inh, PGC1a acetyl inh, Cneo AK release
1) CN(C(=O)COC(=O)C12CC3CC(CC(Cl)(C3)C1)C2)C1(C#N)CCCCC1
 : -1, ., -1, -4, -9, 4, -3, -1
2) NC(=O)c1cc2ccccc2o/c1=N/NC(=O)c1cccc(Cl)c1
 : -3, 0.5, 3, -2, -4, 1, -2, 1
3) CCOc1ccc(OCCC(=O)N(CCC(C)C)c2c(N)n(Cc3ccccc3)c(=O)[nH]c2=O)cc1
 : -1, -1.7, -3, -1, -12, 1, 8, -1
4) C[C@@H]1CCCCO[C@H](CN(C)C)[C@@H](C)CN([C@@H](C)CO)C(=O)c2cc(NC(=O)Nc3ccccc3)ccc2O1
 : 0, -0.2, 7, -1, 14, 3[16.7 µM], 7, 4
5) COc1cc(C)nc(N2CCCC(C(=O)Nc3cccc(Cl)c3Cl)C2)n1 (stereo not drawn)
 : ., ., 9, -4, ., 5, -17, 0
6) COc1ccc(S(=O)(=O)N(C)C[C@H]2OCCCC[C@H](C)Oc3ccc(NC(=O)Nc4ccccc4)cc3C(=O)N([C@@H](C)CO)C[C@H]2C)cc1
 : ., -0.4, -16, 1, ., 23[16.7 µM], -8, -3
7) C[C@@H]1CCCCO[C@@H](CN(C)C(=O)Nc2ccc(C(F)(F)F)cc2)[C@@H](C)CN([C@H](C)CO)C(=O)c2cc(NC(=O)Nc3ccc(F)cc3)ccc2O1
 : -1, 0.0, ., ., -12, ., -1, .
8) COc1ccc(NS(=O)(=O)c2ccc3oc(=O)ccc3c2)cc1
 : -1, 0.1, -4, 10, -11, 9, -8, -1
9) Cc1cc2oc(=O)c(CC(=O)NCCCO)c(C)c2c2occ(C(C)(C)C)c12
 : -1, 0.1, 3, 5, -6, -8, ., 2
10) CCCNC(=O)N1[C@@H]2Cn3c(cccc3=O)[C@H]1[C@@H](C(=O)N1CCC(Cc3ccccc3)CC1)[C@@H]2CO
 : -3, 0.7, 2, -1, -13, ., ., 2
11) O=C(Nc1ccccc1)N(CCc1nc2ccccc2[nH]1)C1CCCC1
 : ., ., -6, 2, ., 6, 16, -3
12) Cc1cc(C)cc(NC(=O)NCc2c(-c3ccccc3)noc2C)c1
 : 0, -0.3, ., ., -2, ., -4, .
13) COc1ccc(-c2noc(N3CCC(C(=O)Nc4ccc(OC)c(OC)c4)CC3)n2)cc1
 : -1, ., 0, 0, 1, ., ., -1
14) Cc1cc(-c2nc3ncccc3o2)ccc1N
 : ., ., 8, -2, ., -5, 5, 0
15) CCN(CC(=O)Nc1ccc(NC(C)=O)cc1)C(=O)c1cc(CN2C(=O)c3ccccc3C2=O)ccc1OC
 : 1, ., 1, 3, -15, -1, 1, 1
16) Nc1nc(Oc2ccc(F)cc2)c(Br)c(=O)[nH]1
 : 1, -0.2, -4, -9, -10, 6, ., -1
17) CCCn1nc(C(=O)Nc2ccc(S(=O)(=O)Nc3ncccn3)cc2)c2ccccc2c1=O
 : -1, 5.7, -4, 0, -44, 26, 4, 1
18) CC(C)NC(=O)N[C@@H]1CC[C@H](CC(=O)NCc2ccc(Oc3ccccc3)cc2)O[C@@H]1CO
 : 1, -0.6, 6, -2, 2, ., 2, 40
19) NS(=O)(=O)c1ccc(CCNC(=O)c2ccc([N+](=O)[O-])cc2[N+](=O)[O-])cc1
 : 2, 0.0, ., ., -2, ., 5, .
20) O=C(NCc1ccccn1)c1cccc(S(=O)(=O)Nc2ccccc2Cl)c1
 : -5, ., -6, -2, -10, 1, 5, 0

Sorted by value in PglD inh (low to high): some entries from above.
| entry | SMILES | ERAP1 inh | PglD inh | RAD52 anneal inh | miR122 inh | PGC1a acetyl inh |
| --- | --- | --- | --- | --- | --- | --- |
| 16 | Nc1nc(Oc2ccc(F)cc2)c(Br)c(=O)[nH]1 | 1 | -9 | -10 | 6 | . |
| 10 | CCCNC(=O)N1[C@@H]2Cn3c(cccc3=O)[C@H]1[C@@H](C(=O)N1CCC(Cc3ccccc3)CC1)[C@@H]2CO | -3 | -1 | -13 | . | . |
| 8 | COc1ccc(NS(=O)(=O)c2ccc3oc(=O)ccc3c2)cc1 | -1 | 10 | -11 | 9 | -8 |

Following part:
Each structure is followed by: ERAP1 inh, E-selectin induc, RAD54 inh, PglD inh, RAD52 anneal inh, miR122 inh, PGC1a acetyl inh, Cneo AK release
21) COCC(=O)N1CC[C@@H]2[C@@H](CO)Nc3ccc(-c4cccc(C#N)c4)cc3[C@@H]21
 : 2, 0.1, 2, 3, -5, 9[16.7 µM], 6, -6
22) O=C(Nc1ccc2c(c1)C(=O)N(CC1CCCO1)C2=O)c1ccccc1Br (stereo not drawn)
 : ., ., 13, 0, ., ., -7, 2
23) CC1CC(C)CN(C(=O)CCNS(=O)(=O)c2ccc3c(c2)CCC(=O)N3)C1 (stereo not drawn)
 : ., -0.3, -3, 6, ., 10, ., 1
24) COc1ccc2c3c([nH]c2c1)[C@H](CO)N(S(C)(=O)=O)CC31CCN(CC2CCOCC2)CC1
 : -5, 0.3, ., ., 7, ., -13, .
25) CN(C)C(=O)c1cccc(-c2ccc3c(c2)[C@@H]2[C@@H](CCN2C(=O)Cc2ccccn2)[C@H](CO)N3C)c1
 : ., 0.0, 4, 1, ., 6[16.7 µM], 2, -19
26) COCC#Cc1ccc([C@H]2[C@H](CO)N3C(=O)CN(C(=O)C4CCOCC4)C[C@@H]23)cc1
 : 0, 0.8, ., ., 0, ., -1, .
27) Cn1cccc1-c1cc(C(=O)O)[nH]n1
 : ., ., -5, -1, ., 3, 1, -14
28) COc1ccc(NS(=O)(=O)/C=C/c2ccc(OC)c(OC)c2)cc1
 : 1, -0.7, ., ., 6, ., -6, .
29) Cc1noc(C)c1S(=O)(=O)Nc1ccc2c(c1)C(=O)N([C@H](C)CO)C[C@@H](C)[C@@H](CN(C)S(=O)(=O)c1ccc(F)cc1)O2
 : 1, 0.0, ., ., -2, 12[16.7 µM], -7, .
30) COc1ccc(NC(=O)c2onc(C)c2Cl)cc1OC
 : 3, -1.3, -8, 9, -8, -5, 6, 0
31) O=C(NCCSc1ccc(Br)cc1)c1ccc2nc[nH]c2c1
 : -6, 0.7, 5, 0, -25, ., 6, 3
32) CCC(C(=O)N1CCOCC1)n1nc(C)c2c(C)n(-c3ccccc3)nc2c1=O (stereo not drawn)
 : 1, 9.2, 0, -6, 6, -1, ., 0
33) CNC[C@H]1Oc2ccc(NS(=O)(=O)c3ccc(Cl)cc3)cc2CC(=O)N([C@@H](C)CO)C[C@H]1C
 : 0, -0.1, -7, -1, 1, -5[16.7 µM], -10, 23
34) COc1ccc2c(c1)cc(C(=O)O)n2C
 : ., ., 4, 1, ., -4, ., -1
35) O=C(CN1CCN(c2ccc(F)cc2)CC1)OCc1ccccc1
 : ., ., -3, 2, ., -15, 8, -2
36) Cc1ccc(OCCCN2CCOCC2)cc1
 : -2, ., 8, 3, -10, -5, 9, -10
37) Cc1cccc(NC(=O)C2CCCN2C(=O)OCC(C)C)c1C (stereo not drawn)
 : 1, ., 7, -4, -8, 3, 5, -2
38) Cc1noc(C)c1NC(=O)Nc1ccc2c(c1)C(=O)N([C@H](C)CO)C[C@@H](C)[C@H](CN(C)S(=O)(=O)c1c(C)noc1C)OCCCC[C@@H](C)O2
 : 0, 0.5, -6, -4, 2, 3[16.7 µM], 1, 0
39) CC(=O)Nc1ccc(S(=O)(=O)N(C)CC(=O)OCC(=O)N2CCCCCC2)cc1
 : 0, -0.2, -2, 6, 4, -3, ., 0
40) CC(=O)N1N=C(c2cccs2)CC1c1ccc(Br)cc1 (stereo not drawn)
 : -1, -0.1, -4, 1, -1, ., 2, -6

Continuation.
Each structure is followed by: ERAP1 inh, E-selectin induc, RAD54 inh, PglD inh, RAD52 anneal inh, miR122 inh, PGC1a acetyl inh, Cneo AK release
41) O=C(c1cccc(OC2CCN(Cc3cccc(OCCO)c3)CC2)c1)N1CCCC1
 : 2, ., 2, 2, -6, -4, ., 3
42) Cc1noc(C)c1NC(=O)N(C)C[C@@H]1OCCCC[C@@H](C)Oc2ccc(NC(=O)CCCCCC(=O)Nc3ccccc3N)cc2C(=O)N([C@H](C)CO)C[C@@H]1C
 : ., -0.1, 4, -2, ., 15[16.7 µM], -2, 1
43) CCN(CC)S(=O)(=O)c1ccc(Cl)c(C(=O)Nc2nnc(C)s2)c1
 : ., ., ?, -2, ., -6, 4, -4
44) Cc1ccc(S(=O)(=O)N[C@@H]2CC[C@H](CCn3cc(C4CC4)nn3)O[C@H]2CO)cc1
 : 3, 0.0, 4, 5, 0, ., 0, 3
45) CCCNC(=O)Nc1ccc2c(c1)C(=O)N(C)C[C@@H](OC)[C@@H](C)CN(Cc1ccccn1)[C@H](C)CO2
 : ., -0.2, 2, 1, ., 5[16.7 µM], 11, 51
46) CS(=O)(=O)N(CC(=O)N1CCCC1)c1ccc(F)cc1
 : -6, -0.1, 3, -3, -9, -5, 3, -2
47) Cc1cc(C(=O)COc2ccc(C#N)cc2)c(C)n1CC1CCCO1 (stereo not drawn)
 : 0, 0.9, -1, 3, -26, 3, 29, -3
48) Cc1cc(-c2nnc(CCC(=O)NCC(C)c3ccccc3)o2)no1 (stereo not drawn)
 : -5, -0.1, 2, -1, -9, ., ., -1
49) Cc1noc(C)c1NC(=O)Nc1ccc2c(c1)C(=O)N([C@@H](C)CO)C[C@H](C)[C@@H](CN(C)S(=O)(=O)c1cccs1)O2
 : -1, -9.9, -6, 2, 2, -4[16.7 µM], 4, -4
50) Fc1ccc(-c2nnc3sc(C4COc5ccccc5O4)nn23)cc1 (stereo not drawn)
 : ., ., 6, -2, ., 4, 4, 4
51) CCc1nc2ccc(C(=O)N3CCC(O)(Cc4ccccc4)CC3)cn2c1N(C)C(=O)Cc1ccccc1
 : 1, -0.9, -6, 5, -9, 1, ., -1
52) Cc1[nH]c2ccccc2c1CCN(Cc1cccnc1)C(=S)Nc1cccc(F)c1
 : 1, 12, -5, 1, -32, -2, -43, -2
53) COc1ccc(C23NCCN2C(=O)c2ccccc23)cc1 (stereo not drawn)
 : 1, ., -7, -4, -10, -4, ., 12
54) O=C(NC1CCCCC1)N[C@H]1CC[C@H](CCNS(=O)(=O)c2ccc(F)cc2)O[C@H]1CO
 : 0, 0.5, 4, 1, -4, ., -4, -1
55) Cc1ccccc1CS(=O)(=O)c1ncc(Cl)c(C(=O)Nc2ccc(F)cc2)n1
 : 1, ?, 5, 3, -9, -15, ., -2
56) Cc1cccc(-n2ncc3c(Nc4ccc(F)cc4)ncnc32)c1
 : 0, 5.4, 3, -2, -6, 0, -12, 1
57) CCCS(=O)(=O)NC(=O)C1(C)CCN(C(=O)c2ccc3ccccc3n2)C1 (stereo not drawn)
 : ., ., -1, 6, ., -4, ., 1
58) Cc1ccc(OCc2cc(C(=O)NCc3cnn(-c4cccc(F)c4)c3)no2)cn1
 : 6, ., -3, 5, -30, -2, -6, -4
59) CC(C)C1N(C(N)=S)N=CC1(C)C (stereo not drawn)
 : ., -0.1, -5, -3, -7, ., 8, -2
60) C[C@@H]1CN([C@H](C)CO)C(=O)c2cc(C3=CCCCC3)cnc2O[C@@H]1CN(C)S(=O)(=O)c1cn(C)cn1
 : -1, -0.1, -9, 0, 2, -3[16.7 µM], -16, -1

Screening results: PubChem, Broad Institute
